Htt clearance – clearance of mutant huntingtin inclusions, primary screen, imaging, HeLa Exon1htt(103Q)mCFP, confocal imaging; aggregate imaging; zero = plate's median compound well; inhibition, % at 1.5 µM; 0.42% of 47,000 active;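 active means inhibition of aggregate fluorescence above about 70%, also judged a hit by eye on the cell image, limit read from the data, passing the limit was not always enough; inconclusive means no rule stated for this call; inactive means not judged a hit on image review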;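 further: cells exposed to compound for three days before fixation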
Htt clearance grain fraction – also measured in Htt clearance; calls as there; fraction fluorescence in grains; measured here: aggregate grain fluorescence fraction; hits give low values;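 scaled fraction of total cell fluorescence in grains with unit not stated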
* = called active by the depositor; ? = inconclusive; . = no result given. A portion of the library, so the mix of outcomes need not match the whole.

SMILES | Htt clearance | Htt clearance grain fraction
CCOc1nc(C)ccc1-c1noc(CC)n1 | 16 | 16
Cc1cccc(Cn2cc(SCC(=O)Nc3nccs3)c3ccccc32)c1 | -137 | 115
COCCCNC(=O)C1CCN(c2nc(C)cc(C)n2)CC1 | -194 | 110
Cc1cc(N2CCCC2=O)c(N)cc1N | 24 | 14
Cc1ccc(S(=O)(=O)N(Cc2ccccc2)Cc2ccco2)cc1 | -7 | 19
CSc1nc(NCc2ccco2)c2ccccc2n1 | -33 | 25
COc1cc(C(=O)NCCc2ccc(S(N)(=O)=O)cc2)cc(OC)c1OC | 11 | 30
CC1(c2ccccc2)NC(=O)N(CC(=O)NC(=O)NC2CCCC2)C1=O (stereo unspecified) | -15 | 33
CCc1cccc2c(=O)c(C(=O)N3CCCCCC3)c[nH]c12 | -8 | 22
Cc1cc(C)c(S(C)(=O)=O)c(Oc2ccc(C(C)(C)C)cc2)n1 | 0 | 39
COc1ccc(Br)cc1C(=O)Nc1ccc(O)cc1 | -32 | 26
CCOc1ccc(-c2nc(C#N)c(NC3CC3)o2)cc1 | 39 | 21
CC(C)(C)N=C1SCC(C)(/C=N/O)S1 (stereo unspecified) | -64 | 48
Cc1ccc(Cn2c(NCCc3ccccc3)nc3c2c(=O)n(C)c(=O)n3C)cc1 | 71* | 5.6*
COc1ccc(C)cc1NC(=O)CN1CCN(c2ccc(F)cc2)CC1 | -10 | 46
COc1cc(C)c(C(C)C)cc1S(=O)(=O)N1CCN(C)CC1 | -9 | 44
COc1ccc(OC)c(C2=NOC(C(=O)Nc3cccc(C(C)=O)c3)C2)c1 (stereo unspecified) | -61 | 59
O=C1C2CC=CCC2C(=O)N1CC1CCCO1 (stereo unspecified) | -7 | 19
Cc1nnc(SCC(=O)NC(=O)NC2CCCC2)n1N | -19 | 25
CCOC(=O)N1CCN(S(=O)(=O)c2ccc(Br)s2)CC1 | 33 | 13
COC(=O)c1cccc(S(=O)(=O)N2CCC(NC(=O)NC34CC5CC(CC(C5)C3)C4)CC2)c1 | 12 | 30
C=C(C)CN(CC)C(=O)CSc1nc2ncc(Cl)cc2[nH]1 | 53 | 8.4
Cc1nnc(NC(=O)C2CCN(c3cnccn3)CC2)s1 | 13 | 18
COc1cccc(-c2ccc(-c3noc(-c4ccccc4F)n3)c(OC)n2)c1 | -3 | 17
Cc1nc(-c2cccc(S(=O)(=O)N3CCC(C)CC3)c2)cs1 | -45 | 55
Oc1ccc2ccccc2c1CN1CCN(c2ccccc2)CC1 | -18 | 22
C=CCN(CC=C)C(=O)Cc1ccc(F)cc1 | -38 | 22
O=C(Nc1ccc(Cl)cc1)OCc1cncs1 | -59 | 60
CC(=O)Oc1ccc(Cn2cnc3cc4ccccc4cc32)cc1 | -29 | 25
Cc1ccc(-n2c(-c3c(-c4ccccc4)noc3C)n[nH]c2=S)cc1 | -30 | 49
CC(=O)Nc1nc(CC(C)C)cc2c1c(=O)oc1ccccc12 | -116 | 36
C=CCNc1nc(N2CCCCC2)c(C#N)c2c1CN(Cc1ccccc1)CC2 | 60 | 16
CC1CCN(Cc2nc3c(c(=O)n(C)c(=O)n3C)n2CCc2ccccc2)CC1 | -48 | 25
CC1(C)[N+]([O-])=C2C(=[N+]([O-])C1(C)C)c1ccccc1/C2=N\O | 3 | 20
COc1ccc2c(c1)c(C(=O)N1CCN(C)CC1)c(C)n2-c1ccccc1 | 15 | 20
CC(C)C(c1nnnn1C1CCCC1)N1CCN(C(=O)c2ccco2)CC1 (stereo unspecified) | -98 | 37
CCOC(=O)c1ccc2[nH]cc(C(C)=O)c(=O)c2c1 | -96 | 35
Cc1ccc(N=c2ssnc2Cl)cc1 | 24 | 32
COc1ccc(NC(=O)Cn2nnc(C(N)=O)c2N)c(OC)c1 | 22 | 28
CCCc1cc(=O)n2[nH]c(CCc3ccccc3)nc2n1 | 57 | 15
O=c1[nH]c(=O)n(CCO)c2nnn(Cc3ccccc3)c12 | 19 | 30
Cc1ccc2[nH]c(=O)c3cc(C(=O)N(CCCOC(C)C)Cc4ccco4)sc3c2c1 | 16 | 44
Cc1cc(OCc2nc(-c3cccs3)no2)cc(C)c1Cl | 19 | 42
COc1cc(OC)c(C2C(C(=O)Nc3ccccc3)=C(C)Nc3ncnn32)cc1OC (stereo unspecified) | -58 | 64
Cc1cccc(C)c1NC(=O)CSCCO | -91 | 40
COc1ccc(C(=O)COC(=O)CN2C(=O)NC(C)(C)C2=O)cc1OC | 18 | 15
COC(=O)CSc1nc(NC(C)C)nc(N2CCOCC2)n1 | 46 | 11
Cc1ccc(S(=O)(=O)CCC(=O)OCC(=O)Nc2cc(C)on2)cc1 | 40 | 21
CCn1nccc1C(=O)Nc1cc(Cl)ccc1Cl | 59 | 7.4
COCCNC(=O)CSCc1nc(-c2ccc(SC)cc2)oc1C | 10 | 34
O=P(O)(O)CCP(=O)(c1ccccc1)c1ccccc1 | -14 | 42
CCc1ccc(NC(=O)c2cccnc2)cc1 | -36 | 23
O=S(=O)(/N=C/N1CCOCC1)c1ccc(Cl)cc1 | -24 | 39
Clc1ccc2[nH]c3c(NCCCN4CCOCC4)ncnc3c2c1 | 67 | 10
COc1cccc(NC(=O)C(NC2CCCC2)c2ccccc2)c1 (stereo unspecified) | -58 | 62
Cc1noc(C(=O)Nc2ccc3c(c2)OCO3)c1Cl | 18 | 27
COc1ccc(-c2noc(CSc3nc(N)c(-c4ccccc4)c(=O)[nH]3)n2)cc1OC | 28 | 14
CC1(C)NC(=O)N(CC(O)CN2CCCCC2)C1=O (stereo unspecified) | -75 | 34
O=C(CSc1nc(-c2ccco2)cc(C(F)(F)F)n1)NCCCn1ccnc1 | 17 | 28
CCOc1cc(C(=O)OCC(=O)c2c(N)n(C)c(=O)n(C)c2=O)cc(OCC)c1OCC | 33 | 16

Shown with two lines to a compound: part of the list above.
Results follow in this order: Htt clearance, Htt clearance grain fraction
CCCc1cc(=O)n2[nH]c(CCc3ccccc3)nc2n1
 : 57, 15
O=c1[nH]c(=O)n(CCO)c2nnn(Cc3ccccc3)c12
 : 19, 30
Cc1ccc2[nH]c(=O)c3cc(C(=O)N(CCCOC(C)C)Cc4ccco4)sc3c2c1
 : 16, 44
Cc1cc(OCc2nc(-c3cccs3)no2)cc(C)c1Cl
 : 19, 42
COc1cc(OC)c(C2C(C(=O)Nc3ccccc3)=C(C)Nc3ncnn32)cc1OC (stereo unspecified)
 : -58, 64
Cc1cccc(C)c1NC(=O)CSCCO
 : -91, 40
COc1ccc(C(=O)COC(=O)CN2C(=O)NC(C)(C)C2=O)cc1OC
 : 18, 15
COC(=O)CSc1nc(NC(C)C)nc(N2CCOCC2)n1
 : 46, 11
Cc1ccc(S(=O)(=O)CCC(=O)OCC(=O)Nc2cc(C)on2)cc1
 : 40, 21
CCn1nccc1C(=O)Nc1cc(Cl)ccc1Cl
 : 59, 7.4
COCCNC(=O)CSCc1nc(-c2ccc(SC)cc2)oc1C
 : 10, 34
O=P(O)(O)CCP(=O)(c1ccccc1)c1ccccc1
 : -14, 42
CCc1ccc(NC(=O)c2cccnc2)cc1
 : -36, 23
O=S(=O)(/N=C/N1CCOCC1)c1ccc(Cl)cc1
 : -24, 39
Clc1ccc2[nH]c3c(NCCCN4CCOCC4)ncnc3c2c1
 : 67, 10
COc1cccc(NC(=O)C(NC2CCCC2)c2ccccc2)c1 (stereo unspecified)
 : -58, 62
Cc1noc(C(=O)Nc2ccc3c(c2)OCO3)c1Cl
 : 18, 27
COc1ccc(-c2noc(CSc3nc(N)c(-c4ccccc4)c(=O)[nH]3)n2)cc1OC
 : 28, 14

Later entries:
SMILES | Htt clearance | Htt clearance grain fraction
O=C(NCCN1CCN(c2ccccc2F)CC1)C1CC(=O)N(C2CCCC2)C1 (stereo unspecified) | -62 | 33
COc1cc2c(=O)n(Cc3ccccc3)c(=O)n(CC(=O)NCCc3ccccc3)c2cc1OC | -4 | 19
CCOC(=O)C1CCN(c2c(NCCCN(CC)c3ccccc3)c(=O)c2=O)CC1 | 11 | 18
Cc1ccccc1NC(=O)c1cnn(-c2ccccc2)c1NC(=O)c1ccco1 | -46 | 65
Cc1cc(C)nc(SCC(=O)Nc2ncc3c(n2)CCCC3=O)n1 | 9 | 18
CC(=O)O[C@H]1CC[C@@]2(C)C(CCC3C2CC[C@]2(C)OC(=O)CCC32)C1 (stereo partly specified) | 34 | 14
C=CCOc1ccc(/C(CC)=N/O)c(OC)c1 | 45 | 11
CCn1c(SCC(=O)OCc2ccccc2)nc2c1c(=O)n(C)c(=O)n2C | 28 | 15
O=C(c1ccc(S(=O)(=O)N2CCOCC2)cc1)N1CCN=C1SCc1cccnc1 | -23 | 42
Cc1c(O)c(CN2CCCC2)cc2c1oc(=O)c1ccccc12 | 40 | 20
COc1ccccc1N1C(=O)c2ccccc2NC1C(OC)OC (stereo unspecified) | 16 | 16
CCOC(=O)c1c(NC(=O)CSc2nnc(C)s2)sc2c1CCCCC2 | 9 | 39
Cc1cc(NCCCN)nc(-c2ccccc2O)n1 | -60 | 34
CC(C)(C)OC(=O)N1Cc2ccccc2C[C@H]1C(=O)O | -8 | 46
O=C(CN1CCC(NC(=O)c2ccc(F)cc2)CC1)NCc1ccccc1F | 5 | 19
CC(C)(C)c1nc2ccccc2c2nnc(SCC(=O)Nc3nc4ccccc4s3)n12 | -20 | 40
O=C(O)CCc1ccc(-c2ccc(Cl)cc2)o1 | -35 | 26
O=c1[nH]c(SCc2cc(=O)n3ccccc3n2)nc2c1CCC2 | 15 | 16
COC(=O)C1=C(N)c2ccccc2C1(C#N)c1ccccc1 (stereo unspecified) | 26 | 16
CCCCOC(=O)CSc1nnc(-c2ccc(Cl)cc2Cl)o1 | -6 | 43

Profiles, quoted from the list. Values in the order: Htt clearance	Htt clearance grain fraction
Listed for COc1cc2c(=O)n(Cc3ccccc3)c(=O)n(CC(=O)NCCc3ccccc3)c2cc1OC : -4	19
Listed for O=C(NCCN1CCN(c2ccccc2F)CC1)C1CC(=O)N(C2CCCC2)C1 (stereo unspecified) : -62	33

(next part)
SMILES | Htt clearance | Htt clearance grain fraction
O=C(NCc1ccc(F)cc1)C1CC(=O)N(CCc2ccccc2)C1 (stereo unspecified) | 48 | 19
O=C1CCC2CCCCC2(O)O1 (stereo unspecified) | 5 | 20
CSc1nsc(SC)c1C(=O)NCCNS(=O)(=O)c1ccc(C)cc1 | 55 | 9.2
NC(=O)c1ncc(C(F)(F)F)cc1Oc1cccc(C(F)(F)F)c1 | -14 | 24
COc1ccc(C2NC(=O)c3ccccc3O2)cc1OC (stereo unspecified) | 46 | 10
COc1ccccc1OCC(O)Cn1nc(C)cc1C (stereo unspecified) | 30 | 24
CC(=O)c1cccc(NC(=O)C2CCN(S(=O)(=O)c3ccc(F)cc3)CC2)c1 | -16 | 24
Oc1ccc(CNc2ccccc2F)c2cccnc12 | -125 | 79
O=C(Nc1ccc(N2CCCCC2)cc1)c1ccc(F)cc1 | -11 | 51
CCOC(=O)c1c(C)[nH]c(C(=O)COC(=O)C2(C)CC2(Cl)Cl)c1C (stereo unspecified) | -10 | 22
CCOC(=O)CCSc1nc2c(c(C(F)(F)F)c1C#N)CCC2 | -11 | 21
O=C1C2C3C=CC(CC3)C2C(=O)N1c1ccc2c(c1)OCO2 (stereo unspecified) | -66 | 30
O=C(NC1CC2CCCC(C1)N2CC(=O)N1CCCc2ccccc21)C1CCCCC1 (stereo unspecified) | -9 | 20
O=C(Nc1ccc2c(c1)OCO2)C1CC(c2ccc(Cl)cc2)=NO1 (stereo unspecified) | 66 | 13
COc1ccc(C(C)=O)cc1COC(=O)c1ccc2c(c1)OCO2 | 23 | 33
CC(C)(C)n1ncc2c(=O)n(CC(=O)NCc3ccc(F)cc3)cnc21 | -40 | 47
S=c1[nH]nc(C2COc3ccccc3O2)o1 (stereo unspecified) | -29 | 47
Cc1ccccc1NC(=O)CCN1C(=O)CSC1=O | -21 | 23
CCOC(=O)c1c(C)[nH]c(C(=O)OCC(=O)Nc2cc(Cl)ccc2OC)c1C | 15 | 34
CCOC(=O)c1ccc(NC(=O)CCC(=O)OC)cc1 | -4 | 35
O=C(CSc1nnc(-c2cccs2)n1Cc1ccccc1)N1CCc2ccccc2C1 | -33 | 53
Cc1csc(NC(=O)c2ccccc2O)n1 | 60 | 8.2
CN(C)c1ccc(NC(=O)CN2CCC(C(=O)c3ccc(F)cc3)CC2)cc1 | -67 | 61
Cc1ccc(-n2[nH]c(C)c(/C=N/c3ccccn3)c2=O)cc1 | 34 | 13
CCOC(=O)c1[nH]c(C)c(CCC(=O)O)c1C | -12 | 21
CC1C2C(c3ccccc3)N(C)C(=O)N(C)C2N(C)C(=O)N1C (stereo unspecified) | -52 | 44
CCN(CC)c1ccc(NC(=O)c2cccc(F)c2)c(C)c1 | ? | .
Cc1ccc(Cn2nnnc2CN2CCC(c3nc4ccc(Cl)cc4[nH]3)CC2)cc1 | 36 | 23
COC(=O)[C@H](Cc1ccccc1)NC(=O)NCCC1=CCCCC1 | 38 | 12
COc1cc(NC(=O)CCn2c(=O)[nH]c3ccsc3c2=O)cc(OC)c1 | -81 | 35
CC(=O)c1cnc2c(-c3ccc(Cl)cc3)c(C)nn2c1C | 16 | 16
COc1ccc(NC(=O)c2nnn(Cc3ccc(SC)cc3)c2N)c(OC)c1 | 30 | 34
COC(=O)C(C(=O)OC)=C(/C=C/N(C)C)N(C)C | 23 | 26
Cc1ccc(C(=O)/C=C2\NCCNC2=O)cc1 | 34 | 12
O=C(c1cc(S(=O)(=O)N2CCCCC2)ccc1F)N1CCCCC1 | -24 | 22
CC(C)C(c1nnnn1Cc1ccco1)N1CCC(C(N)=O)CC1 (stereo unspecified) | 38 | 12
COc1ccccc1CC(=O)Nc1ccc(O)cc1C(=O)O | -65 | 30
O=C(CSc1ccccc1C(=O)O)NC1CCCCCCC1 | 1 | 22

Bioassay records: PubChem BioAssay, Columbia University Molecular Screening Center
